TDP1 cell CPT = DT40-hTDP1 cell growth loss with CPT | chicken DT40 Tdp1-/-;hTDP1 cells + 20 nM CPT, ATP luminescence, 48 h | Potency, µM (highest dose often 46.2 µM), without a hit: at the highest dose activity change, negative = growth inhibition, actives largely listed as inhibitors | 420,000 tested, 12% active | AID 686979; also: nearly all actives have a fitted effect of over 55% in size
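Chicken DT40 Tdp1-/- cells stably complemented with human TDP1 were seeded at 400 cells/well in medium containing 20 nM camptothecin, exposed to pin-transferred compounds, and grown at 37 °C for at least 48 hr. Viability was read as ATP luminescence.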
GCN5L2 inh = blocks human GCN5L2 histone acetyltransferase | Q92830 | GCN5L2 HAT assay, ThioGlo1 CoA-SH fluorescence | Potency, µM (series often up to 58.9 µM), inactives show top-dose activity change, negative = inhibition, hits mostly inhibitors | 390,000 tested, 0.21% active | AID 504327
Target sequence (Q92830 whole entry, looked up): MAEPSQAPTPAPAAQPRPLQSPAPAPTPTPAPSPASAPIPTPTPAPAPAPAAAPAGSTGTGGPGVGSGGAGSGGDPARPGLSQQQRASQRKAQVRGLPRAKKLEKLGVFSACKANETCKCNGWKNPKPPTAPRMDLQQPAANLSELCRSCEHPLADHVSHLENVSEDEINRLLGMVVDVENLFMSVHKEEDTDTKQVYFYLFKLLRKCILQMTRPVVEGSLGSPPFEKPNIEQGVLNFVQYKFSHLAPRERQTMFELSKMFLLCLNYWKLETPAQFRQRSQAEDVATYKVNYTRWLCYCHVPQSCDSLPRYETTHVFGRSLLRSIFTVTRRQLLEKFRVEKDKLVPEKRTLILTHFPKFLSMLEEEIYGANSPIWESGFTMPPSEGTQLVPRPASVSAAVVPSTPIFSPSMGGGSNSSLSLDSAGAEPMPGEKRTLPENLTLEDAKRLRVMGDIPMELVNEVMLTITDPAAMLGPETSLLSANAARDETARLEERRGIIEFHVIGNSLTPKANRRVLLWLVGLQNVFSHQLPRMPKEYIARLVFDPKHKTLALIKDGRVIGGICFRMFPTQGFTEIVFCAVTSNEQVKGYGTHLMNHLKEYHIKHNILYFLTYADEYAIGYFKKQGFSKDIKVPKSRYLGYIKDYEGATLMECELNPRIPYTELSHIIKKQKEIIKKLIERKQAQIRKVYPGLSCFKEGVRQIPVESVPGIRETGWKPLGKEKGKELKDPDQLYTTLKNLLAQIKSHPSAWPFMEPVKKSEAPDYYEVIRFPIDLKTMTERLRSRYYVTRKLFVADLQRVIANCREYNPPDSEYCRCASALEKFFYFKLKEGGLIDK
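GCN5L2 (20 nM) in 50mM HEPES pH 7.5, 0.1mM EDTA, 0.01% Tween-20 preincubated 15 min with compounds at room temperature. Reaction started with H3(1-25) 75uM, acetyl-CoA 70uM, ThioGlo1 50uM; CoA-thiol fluorescence (Ex340/Em540) read at 0 and 20 min.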
DT40 TDP1 no CPT = qHTS for Inhibitors of human tyrosyl-DNA phosphodiesterase 1 (TDP1): qHTS in cells in absence of CPT | DT40 Tdp1-/- hTDP1 cells, no CPT, ATP luminescence, 48 h | Potency, µM (titrated, usually from 46.2 µM), for the others: top-dose activity change, negative = growth inhibition, actives largely listed as inhibitors | 420,000 tested, 15% active | AID 686978, 2013; also: nearly all actives have a fitted effect of over 55% in size
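DT40 Tdp1-/-;hTDP1 cells, no CPT (DMSO vehicle only), 400 cells/well; compounds pin-transferred; ≥48 hr, 37 °C; CellTiter-Glo 30 min RT dark, luminescence read.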
* = called active by the depositor; ? = inconclusive; . = not tested or not shown. Calls follow the shape of the dose curve; as a rule, active = well fitted curve in the direction sought with a large enough effect; inconclusive = small, poorly fitted or top-dose-only effect, or another doubt; inactive = no such curve, though single readings can be large; an effect the other way counts as inactive or inconclusive. % is scaled to controls: 0 for no effect and ±100 for the full control effect; potency is read from the fitted curve at half-maximal effect.

canonical_smiles	GCN5L2 inh	TDP1 cell CPT	DT40 TDP1 no CPT
O=c1ccc(/C=C/c2ccccc2)nn1Cc1ccc(Cl)cc1Cl	-8%	?	?
O=[N+]([O-])c1ccccc1S(=O)(=O)c1ccccc1	-6%	-24%	17%
COc1ccc(C2(O)CN(c3ccc(C)cc3)C3=[N+]2CCCC3)cc1 (centres undefined)	-1%	5%	-22%
CN(C)S(=O)(=O)c1cccc(NC(=O)Cn2cnc3ccccc3c2=O)c1	2%	2%	0%
O=C(NC1CCN(Cc2ccccc2)CC1)c1ccc(Cn2c(=O)c3ccccc3n(Cc3ccc(Cl)cc3)c2=O)cc1	-2%	?	?
CC(=O)N1N=C(c2ccccc2)OC1c1cccnc1 (centres undefined)	-4%	0%	-18%
COc1ccc(C(CNC(=O)c2ccc(C)c(S(=O)(=O)Nc3ccccc3OC)c2)N2CCCC2)cc1 (centres undefined)	-8%	?	?
Cc1cccc(N2C(=O)C(Cc3ccccc3)NC2=S)c1 (centres undefined)	-1%	-4%	-10%
Cn1cnnc1SC(C(=O)Nc1cc(Cl)cc(Cl)c1)c1ccccc1 (centres undefined)	-1%	2%	-10%
COc1cccc(CNC(=O)CCC2CCCN(C(=O)CCc3c(C)noc3C)C2)c1 (centres undefined)	2%	-9%	-21%
CCCc1cc(=O)[nH]c(Nc2cc(OC)ccc2OC)n1	-15%	-10%	1%
CC(C)c1nc(SCC(=O)c2ccccc2)c2c(=O)n(C)c(=O)n(C)c2n1	-4%	-26%	?
COCc1c(C(=O)N/N=C(/C)c2ccccc2)nnn1-c1nonc1N	-1%	1%	3%
CCNS(=O)(=O)c1ccc(OCCNS(C)(=O)=O)cc1	-3%	-19%	?
O=C(CN1CCN(C(=O)C2CCN(C(=O)/C=C/c3ccccc3)CC2)CC1)Nc1ccccc1Cl	3%	?	18µM*
CCN(CC)S(=O)(=O)c1ccc(OC)c(NC(=O)c2cccc([N+](=O)[O-])c2C)c1	.	?	?
O=C(Nc1ccc(-c2csc(Nc3cccc(C(F)(F)F)c3)n2)cc1)c1cccc(C(F)(F)F)c1	-24%	9.2µM*	6.5µM*
CC[C@@]12C(=O)N(c3ccccc3)C(=O)N1[C@H](c1ccc(Br)cc1)[C@@H]1C(=O)N(C(C)(C)C)C(=O)[C@@H]12	-5%	16µM*	?
CCCN(CC(=O)Nc1ccc(F)c(F)c1F)C(=O)c1cc(S(=O)(=O)N(C)C)ccc1N1CCCC1	.	?	-25%
Cc1ccc(S(=O)(=O)N2C[C@H]3C(=O)C[C@@H]4C(=O)N(c5ccccc5)C(=O)[C@@H]4[C@@H]3C[C@@H]2c2ccccc2)cc1	.	-9%	2%
CCN(CC)c1nc(C)c(C(C)=O)cc1C#N	-7%	-15%	?
CCOC(=O)C1C(=O)C=C(c2ccccc2)CC1c1ccccc1 (centres undefined)	.	?	?
O=C(CNC(=O)c1ccc(Cl)cc1)OCc1cc(=O)n2ccsc2n1	-2%	4%	-5%
CCCc1nc2ccccc2c(=O)n1CC(=O)c1ccccc1	-3%	?	-26%
O=C(NCc1ccco1)c1scc2c1OCCO2	-8%	-12%	-20%
CC[C@@]1(c2ccccc2C)C(=O)N(C(=O)OC)N1C(=O)OC	-3%	13µM*	?
COc1ccc(C)cc1NC(=O)NNC(=O)c1cc2ccccc2cc1O	-18%	-6%	?
N#Cc1nc(COc2ccccc2)oc1N1CCN(c2cccc(Cl)c2)CC1	-7%	?	-24%
CS(=O)(=O)N1CCc2cc(C(=O)Nc3ccc(S(N)(=O)=O)cc3)ccc21	-5%	-14%	-18%
O=c1[nH]c(-c2ccccc2)c(-c2ccccc2)[nH]1	-15%	-9%	-28%
Cc1nn(C)cc1CN1CCCC(C(=O)c2ccc(-c3ccccc3)cc2)C1 (centres undefined)	-1%	?	21µM*
Cc1ccc(/C=N/NC(=O)c2ccc(-c3ccccc3)cc2)o1	-5%	-3%	?

Next part (6 carried over from the part before).
canonical_smiles	GCN5L2 inh	TDP1 cell CPT	DT40 TDP1 no CPT
COc1ccc(C)cc1NC(=O)NNC(=O)c1cc2ccccc2cc1O	-18%	-6%	?
N#Cc1nc(COc2ccccc2)oc1N1CCN(c2cccc(Cl)c2)CC1	-7%	?	-24%
CS(=O)(=O)N1CCc2cc(C(=O)Nc3ccc(S(N)(=O)=O)cc3)ccc21	-5%	-14%	-18%
O=c1[nH]c(-c2ccccc2)c(-c2ccccc2)[nH]1	-15%	-9%	-28%
Cc1nn(C)cc1CN1CCCC(C(=O)c2ccc(-c3ccccc3)cc2)C1 (centres undefined)	-1%	?	21µM*
Cc1ccc(/C=N/NC(=O)c2ccc(-c3ccccc3)cc2)o1	-5%	-3%	?
c1ccc(CSc2nnc(-c3sccc3-n3cccc3)o2)cc1	-20%	-24%	?
CCN(CC(=O)Nc1c(F)cccc1F)C(=O)c1n[nH]c2ccccc12	-1%	19%	12%
CCOC(=O)N1CCC(NC(=O)CS(=O)Cc2nc(-c3ccccc3C)oc2C)CC1 (centres undefined)	-4%	?	-20%
O=C(Nc1scc(-c2ccccc2)c1C(=O)O)c1ccco1	-21%	-1%	?
O=C(Nc1ccccc1N1CCOCC1)C1CCCCN1S(=O)(=O)c1ccccc1 (centres undefined)	-10%	?	?
COc1cccc(C2=CC(=O)CCC2)c1	.	-24%	-9%
CC1CCN(c2ccc(C(=O)OCC(=O)NCCN3C(=O)CSC3=O)cc2[N+](=O)[O-])CC1	-30%	?	?
Cn1ccsc1=NC(=O)c1ccc(=O)[nH]c1	-7%	-19%	13%

In the list so far, 2 contain a cyano group.
canonical_smiles	GCN5L2 inh	TDP1 cell CPT	DT40 TDP1 no CPT
CCN(CC)c1nc(C)c(C(C)=O)cc1C#N	-7%	-15%	?
N#Cc1nc(COc2ccccc2)oc1N1CCN(c2cccc(Cl)c2)CC1	-7%	?	-24%

New compounds follow.
canonical_smiles	GCN5L2 inh	TDP1 cell CPT	DT40 TDP1 no CPT
CS(=O)(=O)Nc1ccc(C2=NN(S(=O)(=O)c3ccccc3)C(c3cccs3)C2)cc1 (centres undefined)	-11%	-17%	?
COc1cc(CC(=O)OCC(=O)NC2CCCCCC2)cc(OC)c1OC	-2%	-15%	0%
CC(C)Oc1ccc(C(=O)Nc2c(C(=O)Nc3cccc(F)c3)oc3ccccc23)cc1	-7%	?	?
O=C(Nc1cccnc1)c1cc(F)c(F)cc1Cl	-7%	-12%	-9%
COc1ccc(C(=O)c2ccccc2)cc1	-6%	16%	-11%
O=C(CSc1nnc(-c2cccnc2)o1)OC1CCCCC1	-5%	6%	1%
S=C(NCc1ccc2c(c1)OCO2)NC1CCN(Cc2ccccc2)CC1	-1%	?	?
Cc1ccccc1CNC(=O)CCc1ccccc1	-3%	-1%	-14%
COc1ccccc1CCC(=O)Nc1ncc(C)s1	-19%	10µM*	?
COc1ccc(NC(=O)C(c2ccc(OC)cc2)n2c(=O)c(-c3ccco3)nc3ccccc32)cc1 (centres undefined)	.	?	?
Nc1ncnc(N2CCOCC2)n1	.	1%	3%
CC(NC(=O)c1ccco1)C(=O)N1CC=C(c2ccccc2)CC1 (centres undefined)	-2%	?	-15%
COc1cc(C2Nc3ccccc3-c3nnc(SCc4ccc(Cl)cc4)nc3O2)ccc1OCC(=O)O (centres undefined)	-4%	?	?
Cc1cccc(C)c1NC(=O)C1c2ccccc2OCC(=O)N1Cc1ccco1 (centres undefined)	.	-3%	-22%

Screens from PubChem BioAssay.

Not all compounds are listed; rates above refer to the full screens.
